# EphA4 KYL inhibition: EphA4 ligand-binding antagonists – biochemical, colorimetric, mouse EphA4, primary screen (AID 689). EphA4-AP binding to KYL peptide, pNPP A405; higher % means a stronger effect. one-dose inhibition, % at 10 µM; IC50 in µM for titrated hits. hit rate 0.1% among 62,000; in the data active = a potency from the dose series; inactive = the rest, 99 in 100 with inhibition below about 22%
# Starred values were filed as active, the others as inactive; & = joins results of further samples. Not all compounds are listed, so the mix of outcomes need not match the whole.
SMILES,EphA4 KYL inhibition
CCCOc1ccc(C(=O)NNC(=S)NC(=O)c2cc(-c3ccc(Cl)cc3)nc3ccccc23)cc1,16%
Cc1ccccc1NC(=O)Cn1nc(-c2ccccc2)nc1-c1ccccc1,-14%
O=C(NCCC1=CCCCC1)C1CCN(Cc2cnn(-c3ccccc3)c2-n2cccc2)CC1,-14%
CN(C)c1ccc(NC(=O)CSc2nc3ccccc3c(=O)n2C2CCCCC2)cc1,-7%
C=CCNc1nc(-c2ccc(OC)cc2OC)cs1,16%
CCCN1CCN(CCCNC(=O)C2CCN(c3nnc(-n4cccc4)s3)CC2)CC1,-6%
Cc1ccccc1Sc1c(C#N)c(-c2ccccc2)nn1C,0%
Cc1sc2nc(SCC(=O)N(C)Cc3ccccc3)n(-c3ccccc3)c(=O)c2c1C,-21%
COc1ccc2c(c1)c(=O)oc1cc(OCC(=O)NC3CCCCC3)ccc12,4%
COc1ccc(CCN2C(=NC(=O)CCC(=O)O)SC3CS(=O)(=O)CC32)cc1 (centres undefined),15%
C=CCNC(=S)N/N=C(\C)c1ccccn1,2%
FC(F)(F)C(Oc1nc(NC2CCCCC2)nc(N2CCOCC2)n1)C(F)(F)F,-5%
O=C(NCc1ccco1)c1cccs1,8%
O=C(Nc1cccc2c1CCCC2)c1ccco1,14%
Cc1ccc(C(=O)Nc2ccccc2C(=O)NC(CC(=O)O)C(=O)O)cc1 (centres undefined),3%
Cc1ccc(C2CC(=O)N(c3ccc(F)cc3)C3=C2C(=O)CCC3)cc1 (centres undefined),-1%
Cc1c(Cl)c(-c2n[nH]c(=S)n2-c2ccc(F)cc2)nn1C,0%
CCOC(=O)c1[nH]c2ccccc2c1NC(=O)CCN1CCN(C(=O)OCC)CC1,1%
CCOC(=O)c1c(NC(=O)Cc2cccs2)sc(C(=O)Nc2cc(C(F)(F)F)ccc2Cl)c1C,10%
COC(=O)c1ccccc1NC(=O)c1sc(=S)n(C)c1N,-11%

# Quoted from the listing.
# For EphA4 KYL inhibition, C=CCNc1nc(-c2ccc(OC)cc2OC)cs1 has the entry 16%
# For EphA4 KYL inhibition, COc1ccc(CCN2C(=NC(=O)CCC(=O)O)SC3CS(=O)(=O)CC32)cc1 (centres undefined) has the entry 15%
# For EphA4 KYL inhibition, CCOC(=O)c1c(NC(=O)Cc2cccs2)sc(C(=O)Nc2cc(C(F)(F)F)ccc2Cl)c1C has the entry 10%
# For EphA4 KYL inhibition, CCOC(=O)c1[nH]c2ccccc2c1NC(=O)CCN1CCN(C(=O)OCC)CC1 has the entry 1%
# For EphA4 KYL inhibition, O=C(Nc1cccc2c1CCCC2)c1ccco1 has the entry 14%
# For EphA4 KYL inhibition, Cc1sc2nc(SCC(=O)N(C)Cc3ccccc3)n(-c3ccccc3)c(=O)c2c1C has the entry -21%
# For EphA4 KYL inhibition, Cc1ccccc1NC(=O)Cn1nc(-c2ccccc2)nc1-c1ccccc1 has the entry -14%

# The list goes on:
SMILES,EphA4 KYL inhibition
Cc1ccc(C(c2sc3nc(C)nn3c2O)N2CCN(c3ccccc3)CC2)cc1 (centres undefined),-2%
COc1ccccc1NCC(=O)N/N=C/c1cccnc1,2%
COc1ccccc1CC1CC(=O)N(c2ccc(Cl)c(Cl)c2)C1=O (centres undefined),17%
Nc1c(C(=O)Nc2ccc3c(c2)OCCO3)nnn1CCc1ccccc1,-2%
CCn1c(C)c(C(C)=O)c(N2CCCC2)nc1=S,10%
CCSCCOC(=O)C1=C(C)NC(=O)NC1c1ccc2c(c1)OCO2 (centres undefined),3%
Cc1c(NC(=O)c2ccc(N3C(=O)C4C5C=CC(C5)C4C3=O)cc2)c(=O)n(-c2ccccc2)n1C (centres undefined),-1%
Cc1cc(=O)oc2cc(OCc3ccccc3)c(O)cc12,-5%
CCN(CCO)Cc1cc(=O)oc2c(C)c(C)ccc12,-8%
COc1cc(CN2CCN(CCOCCO)CC2)cc(OC)c1OC,-1%
Cc1cc(=O)[nH]c2c(C)c(Cl)ccc12,3%
COc1cccc(NC(=O)N2CCOCC2)c1,-22%
COc1ccccc1C/C(N)=N/OC(=O)c1ccccc1OC,-12%
CC(=O)C(Sc1nc(NC(C)(C)C)nc(N(C)C)n1)C(C)=O,-9%
Clc1ccc(Oc2cnns2)cc1Cl,0%
CCc1nnc(NC(=O)c2ccc3c(c2)C(=O)N(C(C)(C)C)C3=O)s1,-14%
COc1ccc(C(c2nnnn2C2CCCC2)N2CCC(C(N)=O)CC2)c(OC)c1 (centres undefined),-11%
COc1cc(C)ccc1OCCOc1c(Cl)cc(Cl)cc1Cl,-9%
CC(c1ccco1)N(C(=O)CSc1ccc(Br)cc1)c1ccccn1 (centres undefined),-13%
O=C(NCCCN1CCN(c2ccccc2F)CC1)C1CC(=O)N(C2CCCC2)C1 (centres undefined),2%
Cc1ccc(-c2c(C)n([O-])c3c([n+]2=O)CCC3)o1,-13%
N#Cc1ccccc1OCC(=O)OCC(=O)c1ccc2c(c1)NC(=O)CO2,-2%
O=C(OCc1ccccc1F)c1ccc2c(c1)-c1ccccc1C2=O,-3%
Cc1cccnc1N1C(=O)C2C3c4ccccc4C(c4ccccc43)C2C1=O (centres undefined),-23%
NC(=O)C1CCN(C(=O)C2c3ccccc3C(=O)N3CCc4ccccc4C23)CC1 (centres undefined),8%
COCCOC(=O)C1=C(C)N=c2s/c(=C/c3ccccc3OC)c(=O)n2C1c1ccc(OC)cc1 (centres undefined),-18%
CCN1C(=O)c2cccc3c(S(=O)(=O)Nc4ccccc4OC)ccc1c23,-17%
CCN1C(=O)C(CC(=O)Nc2ccc(Br)cc2)N(CCCc2ccccc2)C1=S (centres undefined),1%
Cc1cc(O)cc(O)c1-c1onc(C(F)(F)F)c1-c1cscn1,-15%
O=C(CN(C1CCCCC1)S(=O)(=O)c1ccc(Cl)cc1)N1CCOCC1,-4%
COc1ccc(C2Nc3ccccc3C(=O)N2Cc2ccco2)cc1COc1ccc([N+](=O)[O-])cc1 (centres undefined),6%&-6%
O=C(c1cc(-c2ccccc2)nc2ccccc12)N1CCc2ccccc2C1,11%
CCOc1ccc(N(CC(=O)NC(C)CC)S(=O)(=O)c2c(C)noc2C)cc1 (centres undefined),1%
Cc1c(C(=O)OCCOc2ccccc2)[nH]c2c1C(=O)CCC2,9%
CC(C)C[C@H](NC(=O)OC(C)(C)C)c1nnc(SCC(=O)Nc2ccc(Br)cc2)o1,-9%
CC1(C)Cc2cccc(OCC(=O)Nc3nccs3)c2O1,-12%
Cc1nn(-c2ccccc2)c(C)c1CC(=O)N(c1ccccc1)c1ccccc1,-2%
O=C(NCCCNCc1ccccc1)c1ccc(/C=N/O)nc1,-5%
C=CCN1C(=O)/C(=C\c2cc(Br)cc(Cl)c2O)C(=O)NC1=S,6%
Cc1nn(CC(=O)NCc2ccccc2)c(C)c1[N+](=O)[O-],0%

# Random excerpt: six entries already listed, in no set order.
SMILES,EphA4 KYL inhibition
Cc1c(C(=O)OCCOc2ccccc2)[nH]c2c1C(=O)CCC2,9%
O=C(OCc1ccccc1F)c1ccc2c(c1)-c1ccccc1C2=O,-3%
NC(=O)C1CCN(C(=O)C2c3ccccc3C(=O)N3CCc4ccccc4C23)CC1 (centres undefined),8%
Cc1cc(O)cc(O)c1-c1onc(C(F)(F)F)c1-c1cscn1,-15%
Cc1nn(-c2ccccc2)c(C)c1CC(=O)N(c1ccccc1)c1ccccc1,-2%
Cc1ccc(-c2c(C)n([O-])c3c([n+]2=O)CCC3)o1,-13%

# (listing goes on)
SMILES,EphA4 KYL inhibition
Cc1ccccc1-c1c(C)oc2cc(O)ccc2c1=O,-11%
CCOc1ccc(CN=C(N)N=C(N)N)cc1Cl,-14%
CC(C)N1CC(O)=C(c2ccccc2)C1=N,16%
CCOC(=O)C1=C(c2ccccc2)NC(SC)=C(C#N)C1c1ccco1 (centres undefined),-14%
CCOc1cc2c(C)cc(=O)oc2cc1Cl,-4%
O=C1C2Sc3[nH]c(=O)sc3C(c3ccccc3)C2C(=O)N1c1ccccc1 (centres undefined),3%
COc1cccc(NC(=O)CN2CCN(c3ccc(F)cc3)CC2)c1,-15%
COc1ccc(C(=O)CSc2nc3ccccc3c(=O)[nH]2)cc1,-11%
COC(=O)CNC(=O)Cn1ccc2ccccc2c1=O,-3%
COc1ccc(CCNC(=O)C2CCCN(Cc3nc(-c4ccccc4C)oc3C)C2)cc1OC (centres undefined),-5%
CCc1nc(NCCC(C)C)c(C#N)c2c1CCCC2,-11%
Cc1ccc(S(=O)(=O)Nc2ccc3ccccc3c2)cc1,13%
COC(=O)c1ccc(C2CC(=O)NC3=C2C(=O)CCC3)cc1 (centres undefined),0%
COc1cccc(NC(=O)COC(=O)c2nc3nccc(C)n3n2)c1,-4%
O=C(O)CC1(c2ccccc2)C(=O)c2ccccc2C1=O,6%
CC(=O)c1c(C)[nH]c(C(=O)NC2CCCCC2)c1C,-6%
Cc1cc(NC(=O)Cn2c(=O)c3c(ncn3CC(C)C)n(Cc3ccccc3)c2=O)no1,-8%
Cc1cc(N2CCC(C(=O)N3CCN(c4cccc(C)c4C)CC3)CC2)n2ncnc2n1,-22%
C=CCn1c(SCc2nc(N)nc(N3CCCCC3)n2)nnc1-c1ccco1,-14%
CCN(CC)C(=O)CN(c1cc(Cl)cc(Cl)c1)S(C)(=O)=O,-6%

# Exported field by field: part of the list above
mol: Cc1cc(NC(=O)Cn2c(=O)c3c(ncn3CC(C)C)n(Cc3ccccc3)c2=O)no1
  EphA4 KYL inhibition: -8%

mol: Cc1cc(N2CCC(C(=O)N3CCN(c4cccc(C)c4C)CC3)CC2)n2ncnc2n1
  EphA4 KYL inhibition: -22%

# The list continues.
SMILES,EphA4 KYL inhibition
CC(Sc1nnnn1C)C(=O)Nc1ccc(N2CCOCC2)cc1 (centres undefined),-8%
O=C(NCCCc1ccccc1)c1ccccc1,-2%
CCOC(=O)C1=C(C)NC(C)=C(C(=O)OCC)C1c1sccc1C,-8%
COc1cc(OC)c(OC)cc1/C=N/N(C)c1ccccc1,-1%
Cc1c(C(=O)N2CCN(c3ccc(C(F)(F)F)cn3)CC2)oc2ccccc12,0%
O=C(Nc1ccccc1C(=O)NC(Cc1ccccc1)C(=O)NC1CCCCCC1)c1ccccc1 (centres undefined),-7%
O=[N+]([O-])c1ccc(NCCNCCO)cc1,-5%
COc1ccc(NC(=O)CCC(=O)OC(C(=O)c2ccccc2)c2ccccc2)cc1 (centres undefined),0%
Cc1ccc(C(=O)Nc2ccc(N(C)C)cc2)o1,-2%
COC(=O)CC(NC(=O)c1ccc(C)cc1)c1ccccc1 (centres undefined),11%
Cc1ccc(C2SCC(=O)N2Cc2cn3ccsc3n2)o1 (centres undefined),2%
COC(=O)CCC/C=C1/SCC(NC(=O)c2ccccc2)C1=O (centres undefined),-2%
CCOC(=O)c1c(C2CC2)csc1NC(=O)CSCc1c(C)noc1C,-8%
Cn1c(=O)[nH]c(=O)c2c1nc(NCCc1ccccc1)n2CC(O)COc1ccccc1 (centres undefined),10%
Oc1ccc(C(c2nnnn2C2CCCC2)N2CCc3ccccc3C2)cc1 (centres undefined),-1%
Cc1cc(NS(=O)(=O)c2ccc(NC(=O)C(C)Oc3ccc(Cl)cc3)cc2)no1 (centres undefined),7%
COc1ccc2c(c1)CCc1c(C(=O)N3CCCCCC3)noc1-2,-10%
CCC1CCCCN1C(=O)c1cnn2c(C(F)(F)F)cc(-c3ccc(C)cc3)nc12 (centres undefined),-6%
Cc1cc(-c2ccco2)n(CC(=O)NCc2ccccc2)n1,-9%
CC(=O)c1cc(-c2ccccc2)[nH]c1N1CCOCC1,-8%

# A second format for 2 compounds above:
molecule | EphA4 KYL inhibition
COc1ccc(NC(=O)CCC(=O)OC(C(=O)c2ccccc2)c2ccccc2)cc1 (centres undefined) | 0%
Cc1ccc(C(=O)Nc2ccc(N(C)C)cc2)o1 | -2%

# Continued:
SMILES,EphA4 KYL inhibition
Cc1csc(NC(=O)CCn2c(=O)sc3ccccc32)n1,-9%
CC(C)CCNC(=S)NC1CCCC1,-18%
Cc1ccccc1Cn1c2ccccc2c2cnn(CC(=O)N3CCN(c4ccccc4)CC3)c(=O)c21,0%
O=C(NCCO)C(F)(F)C(F)(F)C(F)(F)OC(F)(C(=O)NCCO)C(F)(F)F (centres undefined),-7%
Cc1nn(C)cc1CNC(=O)C1C2CCC(O2)C1C(=O)O (centres undefined),2%
CCCC(=O)Nc1cc(=O)n(C)c(=O)n1C,5%
Cc1ccc(S(=O)(=O)Nc2ccc3c(c2)nc(CN2CCCC2)n3C)cc1,-2%
CN1CCN(C(=O)C2CC(c3ccc(F)cc3)=NO2)CC1 (centres undefined),1%
CCOc1ccccc1NC(=O)c1ccc(CN2CCc3ccccc3C2)cc1,-9%
COc1ccc(C2C(C(=O)N3CCOCC3)CCC(=O)N2c2ccc(OC)cc2)cc1 (centres undefined),0%
O=C1NC(=O)C(=Cc2ccccc2OCc2ccccc2F)C(=O)N1,28%
CNc1sc(C(=O)c2cccs2)c(N)c1-c1nc2ccccc2s1,39%
CN(C(=O)NC(=O)C1=C(N2CCOCC2)/C(=C/c2ccccc2)CC1)S(C)(=O)=O,-4%
Fc1ccccc1-c1nnc2c3ccccc3nc(N3CCOCC3)n12,-5%
CCN(CC)c1nc2ccccc2c(N)c1-c1ccccc1,7%
Cn1cnc(S(=O)(=O)N2CCc3ccccc32)c1,-1%
C/C(=N/NC(=O)Cc1cccc2ccccc12)c1cccs1,6%
CC(=O)c1ccccc1OCCCN1CCCCC1,9%
Cc1[nH]c(=O)[nH]c(=O)c1S(=O)(=O)N1CCN(c2cccc(Cl)c2)CC1,6%
CC(C)CCNC(=O)C(NS(=O)(=O)c1ccc2c(c1)c(=O)n(C)c(=O)n2C)c1ccccc1 (centres undefined),-6%
COc1cc([C@H]2[C@@H]3CCCC[C@]3(O)CCN2Cc2ccccc2F)ccc1O,2%
CCCOc1ncnc2c1[nH]c1ccccc12,-4%
COC(=O)C(C)Sc1nnc(Cc2cc(=O)[nH]c(=O)[nH]2)n1-c1cccc(OC)c1 (centres undefined),1%
O=c1c2c(n3nnnc3n1Cc1ccccc1)-c1ccccc1CC21CCCC1,30%

# Bioassay records (PubChem BioAssay)
